All columns: NCI-60 one-dose screen, growth in % after 48 h at 10 µM unless noted; 100 = growth as untreated, 0 = no growth, -100 = all killed.
MDA-MB-231: MDA-MB-231 breast cancer. 5% of 81,000 active. AID 1794789
K-562: K-562 leukemia. 7.4% of 78,000 active. AID 1794777
SR: SR leukemia cells; 8.7% of 73,000 active; AID 1794780
MCF7: MCF7 breast cancer. 6.3% of 82,000 active. AID 1794796
MDA-MB-435: MDA-MB-435 melanoma | 7.8% of 82,000 active
MOLT-4: MOLT-4 leukemia cells | 6.9% of 80,000 active
MDA-MB-468: MDA-MB-468 breast cancer; 8.5% of 78,000 active; AID 2202374
RPMI-8226: RPMI-8226 leukemia cells | 7.5% of 77,000 active
An asterisk follows results filed as active; x = not tested or not shown; & = joins results of further samples. The calls were made as follows: active = growth percent below 10; inactive = the rest.

[1] O=c1c2c3c(sc2n2c(/C=C/c4ccc(Br)cc4)nnc2n1Cc1ccccc1)CCCC3
[2] COC(=O)c1cncc(C)c1
[3] NS(=O)(=O)c1ccc(CN/C=C/C(=O)c2cc3cc(Br)ccc3oc2=O)cc1
[4] COc1ccc(C(=O)/C=C/c2ccc3c(c2)OCO3)cc1OC
[5] O=C1/C(=C\c2ccc(Cl)cc2)N=C(c2cnccn2)N1c1cccc2cccnc12
[6] COc1cc(/C=N/N2CCCCC2)cc(OC)c1OC
[7] CN(C)CP(=O)(O)CCc1ccccc1
[8] COc1cc(NC(=O)Nc2cnc(Nc3ccc(N4CCOCC4)cc3)nc2Oc2cccc(OC)c2)cc(OC)c1

screen / no.,1,2,3,4,5,6,7,8
MDA-MB-231,82,131,98,121,x,96,106,17
K-562,100,106,96,100,108,113,113,55
SR,49,104,106,107,97,101,98,46
MCF7,64,97,93,92,90,88,100,51
MDA-MB-435,103,102,97,110,109,96,114,52
MOLT-4,57,106,105,97,96,93,102,61
MDA-MB-468,x,82,83,105,87,112,94,30
RPMI-8226,57,93,101,82,93,99,108,53

[9] COc1ccc(/C=N/N(C)C(=O)Nc2cccc(Cl)c2)cc1OC
[10] O=[N+]([O-])c1ccc(O)cc1C(F)(F)F
[11] COC(=O)CSSCc1ccc([N+](=O)[O-])cc1
[12] C=C(C)C1CCC2(C(=O)O)CCC3(C)C(CCC4C5(C)CCC(O)C(C)(C)C5CCC43C)C12 (stereo not drawn)
[13] Cc1cc(Cl)nc(N(CCCNc2ccnc3cc(Cl)ccc23)Cc2ccccn2)n1
[14] O=C(OCCc1ccccc1)c1ccccc1
[15] C[N+](C)([O-])Cc1ccccc1
[16] N#CC1(Nc2cccc(Cl)c2)CCCC1

screen / no.,9,10,11,12,13,14,15,16
MDA-MB-231,95,110,87,-8.1*,53,108,109,108
K-562,85,99,73,-34*,4.3*,111,104,96
SR,72,86,28,9.4*,x,95,94,87
MCF7,90,105,69,1.3*,33,100,74,101
MDA-MB-435,110,92,92,49,53,x,110,114
MOLT-4,86,85,73,11,x,108,99,98
MDA-MB-468,84,107,93,x,0.1*,104,105,116
RPMI-8226,80,88,95,8.0*,1.1*,89,101,x

[17] CCCCCCc1cn(C(C)c2ccc(OC3CCCC3)c(OC)c2)nn1 (stereo not drawn)
[18] N#Cc1c(Nc2ccccc2)nn2c(-c3ccco3)ccnc12
[19] O=C(/C=C1\C=CN(CCCCF)c2ccccc21)n1ccc2ccccc21
[20] N#Cc1c(N=Cc2ccc(N3CCN(c4ccccc4)CC3)cc2)oc(-c2ccccc2)c1-c1ccccc1
[21] COc1cc2c(cc1OC)C1CC(=O)C(CC(C)C)CN1CC2 (stereo not drawn)
[22] Cc1c(/C=C/[N+](=O)[O-])ccc2c1[nH]c1ccccc12
[23] O=C(Nc1ccc(OS(=O)(=O)Cc2ccccc2)cc1)C12CC3CC(CC(C3)C1)C2
[24] COC(=O)CCC(C(=O)CN1C(=O)c2ccccc2C1=O)N1C(=O)c2ccccc2C1=O (stereo not drawn)

screen / no.,17,18,19,20,21,22,23,24
MDA-MB-231,79,87,95,110,115,106,79,104&128
K-562,93,103,104,99,94,92,13,96&91
SR,x,81,107,84,103,x,30,96&96
MCF7,108,91,92,95,95,-12*,81,97&103
MDA-MB-435,105,95,106,104,106,-11*,98,111&103
MOLT-4,77,101,105,102,100,95,42,97&103
MDA-MB-468,94,91,91,x,93,x,67,99&112
RPMI-8226,79,95,102,109,97,-15*,35,101&99

[25] Cc1cc2c(cc1C)Nc1sc(N)nc1C(=O)N2
[26] COc1ccc2[nH]cc(C3(c4c[nH]c5ccc(OC)cc45)C(=O)Nc4ccc(F)cc43)c2c1
[27] CN(C(=O)c1ccc(C(C)(C)C)cc1)c1sc2c(c1C#N)CCC(=O)C2
[28] c1ccc(C(=C(c2ccc(OCCN3CCCCC3)cc2)c2ccc(OCCN3CCCCC3)cc2)C2CCCC2)cc1
[29] CC(=O)NC(Cc1ccccc1)C(=O)Oc1ccc2ccccc2c1 (stereo not drawn)
[30] O=C(Oc1ccccc1C(=O)O)c1ccccc1O
[31] C=CCn1cccc1CNc1ccccc1OC
[32] COc1cc(OC)c(C2C(Cl)C(=O)N2Nc2ncnc3ccccc23)cc1OC (stereo not drawn)

screen / no.,25,26,27,28,29,30,31,32
MDA-MB-231,89,101,-74*,-94*,103&104,106&95,109,87
K-562,106,-17*,12,x,113&106,98&124,107,100
SR,104,12,14,x,113&113,119,99,104
MCF7,96,66,26,-71*,98&113,98&99,96,83
MDA-MB-435,101,9.0*,15,-98*,107&119,102,104,96
MOLT-4,104,1.3*,30,x,102&111,114,99,105
MDA-MB-468,x,97,-41*,-88*,119&107,109&100,100,93
RPMI-8226,97,41,9.4*,-51*,90,105,105,106

[33] CCOC(OCC)C(=O)N1CCCCC1
[34] COc1ccc(/C=C2\N=C(c3ccccc3)N(CCc3cccs3)C2=O)cc1
[35] CNCCCNc1nc2ccccc2c2c(=O)c3cc(F)ccc3sc12
[36] OCCSc1ccccc1
[37] CCCCCCC1CCCCN1C(c1ccccc1)C(O)c1ccccc1 (stereo not drawn)
[38] C/C=C(\C)C(C(=O)NC1CCCCC1)N(C(=O)C1CCc2cc(F)ccc2O1)c1ccc(Br)cc1 (stereo not drawn)
[39] O=C(O)/C=C\CCCCCCCCC(=O)O
[40] O=S(=O)(O)c1cc(O)c2c(O)cc(S(=O)(=O)O)cc2c1

screen / no.,33,34,35,36,37,38,39,40
MDA-MB-231,106,102,-54*,99,32,90,113,103
K-562,103,88,-39*,103,38,96,104,100
SR,104,91,-36*,117,x,108,95,106
MCF7,92,94,-45*,97,44,97,92,97
MDA-MB-435,114,103,-85*,107,65,95,100,97
MOLT-4,102,85,-28*,99,52,78,106,101
MDA-MB-468,95,102,-57*,125,53,104,87,78
RPMI-8226,103,97,x,142,24,92,103,120

[41] Cc1cc2c(s1)CCCC1CC(=O)N(CN3CCN(C)CC3)N=C21 (stereo not drawn)
[42] O=c1cc(C2NNC(=S)N2)c2c(ccc3ccccc32)o1 (stereo not drawn)
[43] COc1ccc(CCc2ccnc3ccccc23)cc1
[44] O=c1[nH]c2c(cnn2-c2ccc(Cl)cc2)c(=O)n1-c1cccc(Cl)c1
[45] C=CCC(C(=N)C(C#N)(CC=C)C1=CCCCC1)C1=CCCCC1 (stereo not drawn)
[46] CCN1CCN(c2nc3ccccc3c3c(=O)c4ccccc4sc23)CC1
[47] Cc1ccc(-c2nn(-c3ccccc3)cc2/C=C/C(=O)c2ccc(NC(=O)CCCCCCC(=O)NO)cc2)cc1
[48] COc1ccc(C(=O)NC2C(O)c3ccccc3N3C(=O)CCC23O)cc1 (stereo not drawn)

screen / no.,41,42,43,44,45,46,47,48
MDA-MB-231,124,111,81,90,114,-2.4*,79,88
K-562,90,100,68,102,x,13,43,121
SR,102,93,76,93,78,-12*,85,114
MCF7,113,92,93,103,100,28,71,93
MDA-MB-435,104,95,77,116,106,48,68,106
MOLT-4,105,100,84,94,85,2.1*,38,120
MDA-MB-468,x,108,65,102,77,35,71,118
RPMI-8226,93,85,63,85,84,54,70,107

[49] COc1ccc(-c2cn[nH]c2-c2cc(OC)c(OC)c(OC)c2)cc1
[50] NNc1ccc(C(=O)O)cc1
[51] COc1ccc(-c2cc(-c3cn(-c4ccccc4)nc3-c3ccc(OCc4ccccc4)cc3)c(C#N)c(=O)o2)cc1
[52] CCCN1C2CCC1/C(=C\c1ccc(C)cc1)C(=O)/C2=C/c1ccc(C)cc1
[53] Clc1nc(Cl)c2ncn(C/C=C/Cn3cnc4c(Cl)nc(Cl)nc43)c2n1
[54] COc1ccc(-c2nc3sc4c(c3c(=O)[nH]2)CCCCCC4)cc1
[55] c1ccc(-c2nc(N3CCN(C4CCCCC4)CC3)c3ccccc3n2)cc1
[56] CN(C)CCN(Cc1ccccc1)c1ccccc1

screen / no.,49,50,51,52,53,54,55,56
MDA-MB-231,8.7*,105&101,92,90,96,53,83,92
K-562,6.4*,105&95,93,66,17,18,71,82
SR,3.2*,158&80,97,76,-14*,28,84,88
MCF7,5.4*,94&91,93,82,38,54,77,112
MDA-MB-435,-19*,100&99,95,93,98,2.8*,96,95
MOLT-4,5.0*,133&98,82,71,81,43,84,90
MDA-MB-468,12,x,99,86,x,98,102,103
RPMI-8226,6.6*,101&105,96,66,-17*,72,87,x

[57] O=C(/C=C/c1c[nH]c2ccc(Br)cc12)c1ccccc1
[58] Cc1ccc(/C=C(/C#N)n2nnc3cccc(F)c32)cc1
[59] Cc1c(C=NCCN2CCCCC2)c(=O)n2c([nH]c3ccccc32)c1C#N
[60] O=C(Nc1ccc(CO)cc1)c1ccccc1Nc1ccnc(C(F)(F)F)c1
[61] CCc1c2cc(C(F)(F)F)ccc2n2cc(Cc3ccccc3)[nH]c(=O)c12
[62] CC1(C)CC(=O)C2=C(C1)N(CCc1ccc(S(N)(=O)=O)cc1)C1=C(C(=O)CC(C)(C)C1)C2c1ccc(Cl)cc1
[63] Cc1cc(C)c2[nH]c(O)c(N=NC(=O)Cc3c[nH]c4ccccc34)c2c1
[64] O=S(=O)(N/N=c1\oc2ccccc2cc1-c1cc2ccccc2[nH]1)c1ccc(Cl)cc1

screen / no.,57,58,59,60,61,62,63,64
MDA-MB-231,58,-38*,94,97,88,96,62,82
K-562,65,6.5*,102,94,93,93,68,86
SR,24,9.8*,94,83,82,100,65,110
MCF7,32,13,86,97,80,86,87,69
MDA-MB-435,78,-90*,105,106,101,107,103,83
MOLT-4,42,5.5*,113,98,93,120,82,90
MDA-MB-468,x,-16*,103,123,104,87,96,89
RPMI-8226,58,-4.5*,97,89,101,95,x,x

Part of the list above, with bars between the fields:
item | compound | MDA-MB-231 | K-562 | SR | MCF7 | MDA-MB-435 | MOLT-4 | MDA-MB-468 | RPMI-8226
62 | CC1(C)CC(=O)C2=C(C1)N(CCc1ccc(S(N)(=O)=O)cc1)C1=C(C(=O)CC(C)(C)C1)C2c1ccc(Cl)cc1 | 96 | 93 | 100 | 86 | 107 | 120 | 87 | 95
63 | Cc1cc(C)c2[nH]c(O)c(N=NC(=O)Cc3c[nH]c4ccccc34)c2c1 | 62 | 68 | 65 | 87 | 103 | 82 | 96 | x

(listing goes on)
[65] Cc1cnc(CSc2nc(-c3ccc(Cl)cc3)cn2-c2ccc(Cl)cc2)c(C)c1
[66] Cc1ccc(N=NC(C#N)C#N)c(C)c1
[67] CC(C)C1=C[C@@]23CC[C@H]4C(C)(COC(=O)c5ccco5)CCC[C@]4(C)[C@H]2C[C@@H]1[C@@H]1[C@H]3[C@@H](OC(=O)c2ccco2)CC[C@@H]1OC(=O)c1ccco1 (stereo partly drawn)
[68] COc1ccc(/C=C2\CCCC3=C2NC(C)=NC3c2ccc(OC)cc2)cc1 (stereo not drawn)
[69] Clc1ccc(CN2CCO[C@H](COc3cccc(Cl)n3)C2)cc1
[70] NS(=O)(=O)c1ccc(-n2ncc3c(NC4CCCCC4)ncnc32)cc1
[71] CCCCOCC1OC1COCCCC (stereo not drawn)
[72] CC(C)C1=CC23CCC4C(C)(C(=O)O)CCCC4(C)C2CC1C1C(=O)C=CC(=O)C13 (stereo not drawn)
[73] CCCCC1COc2cccc3c2N1C=C/C3=C\C(=O)N(C)c1ccc(Cl)cc1 (stereo not drawn)
[74] CC(C)(C)n1cc(-c2ccnc(NCCCNS(=O)(=O)c3ccc(C(F)(F)F)cc3)n2)c(-c2ccc(Cl)c(O)c2)n1

screen / no.,65,66,67,68,69,70,71,72,73,74
MDA-MB-231,98,82,100,101,99,86,81,108,92,93
K-562,x,96,109,73,103,54,95,103,88,53
SR,103,105,93,x,107,63,63,90,100,91
MCF7,89,91,96,77,99,116,108,55,91,89
MDA-MB-435,104,107,101,60,103,92,102,105,98,93
MOLT-4,79,107,102,96,101,73,93,75,90,56
MDA-MB-468,113,114,98,83,115,x,100,79,82,87
RPMI-8226,96,98,115,50,100,91,94,96,90,68

Of the compounds above, 13 have a Cl atom.
[5] O=C1/C(=C\c2ccc(Cl)cc2)N=C(c2cnccn2)N1c1cccc2cccnc12
[9] COc1ccc(/C=N/N(C)C(=O)Nc2cccc(Cl)c2)cc1OC
[13] Cc1cc(Cl)nc(N(CCCNc2ccnc3cc(Cl)ccc23)Cc2ccccn2)n1
[16] N#CC1(Nc2cccc(Cl)c2)CCCC1
[32] COc1cc(OC)c(C2C(Cl)C(=O)N2Nc2ncnc3ccccc23)cc1OC (stereo not drawn)
[44] O=c1[nH]c2c(cnn2-c2ccc(Cl)cc2)c(=O)n1-c1cccc(Cl)c1
[53] Clc1nc(Cl)c2ncn(C/C=C/Cn3cnc4c(Cl)nc(Cl)nc43)c2n1
[62] CC1(C)CC(=O)C2=C(C1)N(CCc1ccc(S(N)(=O)=O)cc1)C1=C(C(=O)CC(C)(C)C1)C2c1ccc(Cl)cc1
[64] O=S(=O)(N/N=c1\oc2ccccc2cc1-c1cc2ccccc2[nH]1)c1ccc(Cl)cc1
[65] Cc1cnc(CSc2nc(-c3ccc(Cl)cc3)cn2-c2ccc(Cl)cc2)c(C)c1

screen / no.,5,9,13,16,32,44,53,62,64,65
MDA-MB-231,x,95,53,108,87,90,96,96,82,98
K-562,108,85,4.3*,96,100,102,17,93,86,x
SR,97,72,x,87,104,93,-14*,100,110,103
MCF7,90,90,33,101,83,103,38,86,69,89
MDA-MB-435,109,110,53,114,96,116,98,107,83,104
MOLT-4,96,86,x,98,105,94,81,120,90,79
MDA-MB-468,87,84,0.1*,116,93,102,x,87,89,113
RPMI-8226,93,80,1.1*,x,106,85,-17*,95,x,96

[69] Clc1ccc(CN2CCO[C@H](COc3cccc(Cl)n3)C2)cc1
[73] CCCCC1COc2cccc3c2N1C=C/C3=C\C(=O)N(C)c1ccc(Cl)cc1 (stereo not drawn)
[74] CC(C)(C)n1cc(-c2ccnc(NCCCNS(=O)(=O)c3ccc(C(F)(F)F)cc3)n2)c(-c2ccc(Cl)c(O)c2)n1

screen / no.,69,73,74
MDA-MB-231,99,92,93
K-562,103,88,53
SR,107,100,91
MCF7,99,91,89
MDA-MB-435,103,98,93
MOLT-4,101,90,56
MDA-MB-468,115,82,87
RPMI-8226,100,90,68

Screening data as filed in PubChem BioAssay.
